# D1 agonist – agonists of human D1 dopamine receptor. hit rate 1% among 360,000. activation, % at 2 µM. HEK293 T-REx D1 cells, calcium flux, agonist mode; in the data active means activation above about 30%; further: 0% is about no effect
#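 Tetracycline-induced HEK293 TREx D1 cells, force-coupled to calcium signalling, were dye-loaded with a no-wash calcium kit. Compound was pin-added after a 10 s baseline. Fluorescence was read kinetically at 1 cycle/s for 180 s, with calcium rises flagged as agonism.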
# D1 potentiator – enhances dopamine response at the human D1 receptor; P21728; HEK293 TREx D1 cells, calcium flux, dopamine EC20 potentiation; potentiation, % at 10 µM; hit rate 0.036% among 360,000; AID 504651; in the data active means potentiation above about 30%; further: 0% is about no effect
# D2 PAM – D2 dopamine receptor (human) potentiation; HEK293 T-REx D2, calcium flux, EC20 dopamine potentiation; hit rate 0.34% among 340,000; potentiation, % at 10 µM; P14416;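 active means potentiation over 3 SD above the plate norm, cut at about 30% in these data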; further: 0% is about no effect
# Target sequence (P14416 whole entry, looked up): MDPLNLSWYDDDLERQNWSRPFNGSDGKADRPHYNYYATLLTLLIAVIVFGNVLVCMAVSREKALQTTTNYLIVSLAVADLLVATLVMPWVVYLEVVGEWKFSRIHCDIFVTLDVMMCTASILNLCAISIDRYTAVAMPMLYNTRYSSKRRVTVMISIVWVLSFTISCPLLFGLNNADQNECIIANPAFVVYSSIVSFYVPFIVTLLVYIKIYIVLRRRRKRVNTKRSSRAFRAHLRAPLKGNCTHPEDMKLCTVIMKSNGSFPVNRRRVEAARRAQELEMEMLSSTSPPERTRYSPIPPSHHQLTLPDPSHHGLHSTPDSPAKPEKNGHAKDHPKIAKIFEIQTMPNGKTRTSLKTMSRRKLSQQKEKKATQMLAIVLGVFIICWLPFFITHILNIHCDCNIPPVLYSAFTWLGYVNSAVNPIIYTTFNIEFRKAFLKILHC
#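 Using a no-wash calcium dye in inducible, force-coupled HEK293 Trex cells expressing D2, we tracked fluorescence each second for 180 s after compound, then for 180 s after EC20 dopamine to detect augmented signalling.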
# TRHR enhancer – TRH receptor (human) allosteric enhancement. P34981. TRHR cells, fluo-8 calcium fluorescence, EC20 TRH enhancement. enhancement, % at 2 µM. hit rate 0.66% among 360,000; in the data active means enhancement above about 30%; further: 0% is about no effect
#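 Enhancer read-out: after compound pinning and an initial kinetic agonist-mode read, an EC20 of TRH (10 nM final) was injected and fluo-8 calcium signal (Ex 480/Em 530) followed at 1 s/cycle for 100 cycles in TRHR-expressing cells.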
# D1 antag – blocks dopamine activation of the human D1 receptor; hit rate 3.2% among 360,000; P21728; HEK293 TREx D1 cells, calcium flux, dopamine EC80; hits give low values; activity change, negative = inhibition, % at 10 µM; AID 504652; in the data active means activity change below about -30%; further: on the % scale 0 is the no-effect control and ±100 the full control effect
#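 Inducible Hek293 Trex D1 cells (tetracycline, overnight, 30 C). Calcium dye 30–90 min RT. Antagonist mode: EC80 dopamine added after 180 s compound read.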
# RXFP1 ag – RXFP1 (human) receptor agonism | Q9HBX9 | HEK293T-RXFP1 cAMP TR-FRET, 30 min; response scale: percent of porcine relaxin response, buffer zero | Potency, µM (highest dose often 57.5 µM), for the others: top-dose activation, usual class: activators | hit rate 0.3% among 370,000 | AID 2676; further: potency means the concentration at half of the fitted maximal effect; on the % scale 0 is the no-effect control and ±100 the full control effect; nearly all actives have a fitted effect of over 60% in size; many of its hits are not listed in these tables
#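 HEK293 cells stably expressing RXFP1, treated 30 min at 37C with compounds plus PDE4 inhibitor Ro 20174; cAMP measured by HTRF TR-FRET. Normalized to buffer and 29 nM porcine relaxin; EC50 by Hill fit.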
# TRHR ag – agonists of human TRH receptor. P34981. TRHR cells, calcium flux fluo-8, FDSS agonist mode. activation, % at 2 µM. hit rate 0.18% among 360,000. AID 493084; in the data active means activation above about 30%; further: 0% is about no effect
#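 Steps: seed TRHR cells overnight; add fluo-8 no-wash Ca dye, RT 30 min–1.5 h; record 10 s baseline; pin-transfer compounds; monitor fluorescence 1 cycle/s for the agonist window. Calcium increases flag candidate agonists.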
# RXFP1 antagonist – RXFP1 (human) relaxin receptor antagonism | HEK293-RXFP1, relaxin-stimulated cAMP HTRF, 30 min; hits give low values | activity change, negative = inhibition, % at 57.5 µM | hit rate 0.59% among 350,000 | Q9HBX9;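 active means activity change of -60% or lower, but not beyond a set lower limit; inconclusive means change between -60% and -40%, or beyond the set limit; inactive means change above -40%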; further: on the % scale 0 is the no-effect control and ±100 the full control effect
# Anesthetic bind – binds horse apoferritin like a general anesthetic; apoferritin/1-aminoanthracene competitive binding, fluorescence; hit rate 0.074% among 350,000; AID 485281; P02791; Potency, µM (titrated, usually from 77.5 µM), for the others: top-dose activity change, negative = displacement, actives largely listed as inhibitors; further: potency means the concentration at half of the fitted maximal effect; on the % scale 0 is the no-effect control and ±100 the full control effect; nearly all actives have a fitted effect of over 20% in size
# Target sequence (P02791 2-175 limits assumed): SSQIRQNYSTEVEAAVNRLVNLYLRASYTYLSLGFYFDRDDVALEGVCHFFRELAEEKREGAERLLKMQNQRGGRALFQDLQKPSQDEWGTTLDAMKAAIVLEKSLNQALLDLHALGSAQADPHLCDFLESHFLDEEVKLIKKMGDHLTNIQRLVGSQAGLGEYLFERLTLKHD
#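 Horse-spleen apoferritin (10 uM) in 50% saturated 1-aminoanthracene in PBS was incubated 10 min at room temperature with compound. Fluorescence (ex 380, em 535 nm) was normalized to free and bound 1-AMA, with concentration-response fitted by a four-parameter Hill equation.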
# * marks the source's active call; other numbers are inactive results; u = inconclusive; x = no result given; [ ] = dose if it differs, or a comment. Unless noted, the call rests on the fitted dose curve; in most records, active means well fitted curve in the direction sought with a large enough effect; inconclusive means small, poorly fitted or top-dose-only effect, or another doubt; inactive means no such curve, though single readings can be large; an effect the other way counts as inactive or inconclusive. A portion of the library; rates above refer to the full screens.
# Codes – A = D1 agonist; B = D1 potentiator; C = D2 PAM; D = TRHR enhancer; E = D1 antag; F = RXFP1 ag; G = TRHR ag; H = RXFP1 antagonist; I = Anesthetic bind
[1] COc1ccc(Cl)c2sc(N3CCN(C(=O)C4=COCCO4)CC3)nc12
  A: 1	B: 0	C: 1	D: 3	E: -5	F: 0.6%	G: 0.1	H: -2	I: x
[2] CCOC(=O)C1=C(O)/C(=C/c2ccc(-c3ccccc3C(=O)O)o2)SC1=Nc1ccc(C)cc1
  A: 1	B: -4	C: -14	D: 0	E: -4	F: 2.9%	G: 0.4	H: -24	I: u
[3] CCN1CCN(C(=O)c2nn(C)c3c2CS(=O)(=O)c2ccccc2-3)CC1
  A: 0	B: -3	C: -10	D: -7	E: 13	F: 0.7%	G: 1.2	H: 9	I: 2%
[4] CCN(CC(=O)Nc1ccc(OC)cc1)CC(=O)N1CC(=O)Nc2ccccc21
  A: 1	B: -2	C: 5	D: 4	E: 7	F: -0.1%	G: -0.1	H: -6	I: x
[5] COc1ccc(/C=C/C(=O)Nc2ccccc2C(=O)NCC(c2ccc(OC)cc2)N(C)C)cc1 (configuration not stated)
  A: 7	B: -8	C: x	D: -3	E: -7	F: 3.3%	G: -0.2	H: -8	I: -20%
[6] CS(=O)(=O)Nc1ccccc1C(=O)N1CCCC1
  A: 0	B: 0	C: -10	D: -17	E: -7	F: 0.3%	G: 0.4	H: -4	I: -2%
[7] COc1cccc(C(=O)Nc2nnc(S(=O)(=O)N3CCCc4ccccc43)s2)c1
  A: 0	B: 0	C: -3	D: -2	E: 1	F: -0.5%	G: 0.0	H: -32	I: -2%
[8] Cc1onc(C(=O)NN)c1-c1csc(COc2ccc(Cl)cc2)n1
  A: 13	B: -6	C: 8	D: -2	E: -21	F: -3.7%	G: 2.4	H: -4	I: -20%
[9] CC(=O)N1CCC(C(=O)N2CCN(S(=O)(=O)c3cccs3)CC2)CC1
  A: 2	B: -7	C: 11	D: -1	E: 6	F: 3.1%	G: 0.9	H: -8	I: -3%
[10] COc1ccc(OC)c(Nc2ncnc3c2cnn3-c2cccc(C)c2)c1
  A: -2	B: -9	C: 15	D: 1	E: -40*	F: 0.4%	G: -0.2	H: 11	I: -8%

# Reformatted: entries from further up
entry	Structure	D1 agonist	D1 potentiator	D2 PAM	TRHR enhancer	D1 antag	RXFP1 ag	TRHR ag	RXFP1 antagonist	Anesthetic bind
4	CCN(CC(=O)Nc1ccc(OC)cc1)CC(=O)N1CC(=O)Nc2ccccc21	1	-2	5	4	7	-0.1%	-0.1	-6	x
1	COc1ccc(Cl)c2sc(N3CCN(C(=O)C4=COCCO4)CC3)nc12	1	0	1	3	-5	0.6%	0.1	-2	x
9	CC(=O)N1CCC(C(=O)N2CCN(S(=O)(=O)c3cccs3)CC2)CC1	2	-7	11	-1	6	3.1%	0.9	-8	-3%
7	COc1cccc(C(=O)Nc2nnc(S(=O)(=O)N3CCCc4ccccc43)s2)c1	0	0	-3	-2	1	-0.5%	0.0	-32	-2%
8	Cc1onc(C(=O)NN)c1-c1csc(COc2ccc(Cl)cc2)n1	13	-6	8	-2	-21	-3.7%	2.4	-4	-20%
5	COc1ccc(/C=C/C(=O)Nc2ccccc2C(=O)NCC(c2ccc(OC)cc2)N(C)C)cc1 (configuration not stated)	7	-8	x	-3	-7	3.3%	-0.2	-8	-20%

# (more compounds)
# Codes – A = D1 agonist; B = D1 potentiator; C = D2 PAM; D = TRHR enhancer; E = D1 antag; F = RXFP1 ag; G = TRHR ag; H = RXFP1 antagonist; I = Anesthetic bind
[11] CC1CN(C(=O)c2cc3c(=O)n4ccccc4nc3s2)CC(C)O1 (configuration not stated)
  A: 1	B: -6	C: 3	D: 7	E: -12	F: 8.8%	G: 0.4	H: -3	I: 182%[activator]
[12] COc1ccc(NC(=O)Nc2ccc(Br)c(C)c2)cc1
  A: 1	B: -4	C: -6	D: 11	E: x	F: 0.3%	G: 0.8	H: -6	I: -2%
[13] CCOC(=O)c1nc(N2CCN(C(=O)OCC)CC2)c2c3c(sc2n1)CCCC3
  A: 1	B: -8	C: 2	D: 2	E: 3	F: 4.8%	G: -0.2	H: -10	I: -9%
[14] COc1cc(CN(C)CC(=O)c2[nH]c(C)c(C(C)=O)c2C)ccc1OC(F)F
  A: 25	B: -5	C: x	D: 1	E: -18	F: -1.0%	G: -1.8	H: -5	I: -5%
[15] CCCN(CC1CC1)S(=O)(=O)c1ccc(-n2cnnn2)c(OC)c1
  A: 9	B: 0	C: 5	D: 4	E: -16	F: -0.7%	G: -0.9	H: 26	I: u
[16] O=C(NCc1ccccn1)C(=O)NN=C1CCCCCCCCCCC1
  A: -2	B: 0	C: -3	D: -2	E: 8	F: 0.9%	G: -0.3	H: -13	I: -3%
[17] C/C(N)=C(/C#N)C(=O)COC(=O)c1cccc(O)c1
  A: 3	B: 1	C: 2	D: 1	E: 9	F: 3.4%	G: 0.2	H: 5	I: -4%
[18] CNCC(=O)Nc1ccc(Cl)c(C(F)(F)F)c1
  A: 20	B: 4	C: 7	D: -8	E: -19	F: 2.6%	G: 0.3	H: -1	I: -7%
[19] CCOC(=O)[C@@H]1[C@H]2COc3ccccc3[C@@H]2N2C(=O)N(c3cccc(Cl)c3)C(=O)[C@]12C
  A: 3	B: -5	C: 3	D: -1	E: 12	F: -0.3%	G: 1.7	H: x	I: 6%
[20] N=C1SC(c2ccccc2)C(=O)N1c1ncc(Cc2ccccc2)s1 (configuration not stated)
  A: 1	B: -3	C: -2	D: -9	E: -25	F: 1.0%	G: -0.5	H: -28	I: -7%
[21] COc1cc(/C=N/NC(=O)c2cccc(S(=O)(=O)N3CCCC3)c2)ccc1O
  A: 3	B: -7	C: -5	D: -1	E: 15	F: 1.7%	G: 0.1	H: -2	I: x
[22] COc1cc(C)c(CN2CCC(n3nccc3NC(=O)C3CCOC3)CC2)cc1C (configuration not stated)
  A: 1	B: 15	C: 7	D: -5	E: 8	F: -0.2%	G: 0.2	H: 0	I: -3%
[23] Cc1cc(NS(=O)(=O)c2ccc(NC(=O)C3CCCCC3)cc2)no1
  A: 3	B: -3	C: -8	D: 4	E: 2	F: -0.2%	G: 1.0	H: 2	I: -2%
[24] O=C(CN(C(=O)c1csnn1)c1ccccc1Cl)NC1CCCC1
  A: -3	B: 2	C: 1	D: -5	E: -7	F: 4.0%	G: -0.3	H: -3	I: -8%
[25] CCCCN(CCCC)CCNC(=O)Cn1nc(C)n2c(cc3sccc32)c1=O
  A: -1	B: 1	C: -20	D: 2	E: -23	F: 4.5%	G: -0.2	H: -14	I: 3%

# Bioassay records (PubChem)
